# Source: PubChem
# Pol beta inh: DNA polymerase beta (human) inhibition | Potency, µM (titrated, usually from 114 µM), inactives show at the highest dose activity change, negative = inhibition, actives largely listed as inhibitors | P06746 | actives 1.3% (n = 340,000) | Pol beta primer extension/strand displacement, fluorescence kinetic; note: % is set by controls: 0 for no effect and ±100 for the full control effect
#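 Pol beta (10 nM) was preincubated with compound for 15 min at room temperature. The reaction was then started with 50 nM substrate and read immediately and after a further 10 min at room temperature.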
# APE1 inh: inhibitors of human APE1 endonuclease | P27695 | recombinant APE1, TAMRA/BHQ-2 abasic DNA cleavage fluorescence | Potency, µM (titrated, usually from 65.8 µM), without a hit: at the highest dose activity change, negative = inhibition, hits mostly inhibitors | actives 0.35% (n = 350,000);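 note: plate controls were vehicle for no effect and reference inhibitor for full effect; nearly all actives have a fitted effect of over 55% in size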
#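 Activity was derived from the fluorescence gain between first and third kinetic reads (60 s intervals, ex 525/em 598 nm) after 50 nM THF-abasic TAMRA/BHQ-2 duplex was added to 0.75 nM APE1 preincubated 15 min with compound.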
# JMJD2A Tudor: inhibitors of human JMJD2A Tudor domain; actives 4.4% (n = 390,000); AlphaScreen JMJD2A-Tudor / H3K4me3 peptide binding; O75164; AID 504339; Potency, µM (titrated, usually from 114 µM), for inactives: at the top dose activity change, negative = inhibition, most hits filed as inhibitors; note: % is set by controls: 0 for no effect and ±100 for the full control effect; nearly all actives have a fitted effect of over 50% in size
# Target sequence (O75164 whole entry, looked up, the tested form may be a part): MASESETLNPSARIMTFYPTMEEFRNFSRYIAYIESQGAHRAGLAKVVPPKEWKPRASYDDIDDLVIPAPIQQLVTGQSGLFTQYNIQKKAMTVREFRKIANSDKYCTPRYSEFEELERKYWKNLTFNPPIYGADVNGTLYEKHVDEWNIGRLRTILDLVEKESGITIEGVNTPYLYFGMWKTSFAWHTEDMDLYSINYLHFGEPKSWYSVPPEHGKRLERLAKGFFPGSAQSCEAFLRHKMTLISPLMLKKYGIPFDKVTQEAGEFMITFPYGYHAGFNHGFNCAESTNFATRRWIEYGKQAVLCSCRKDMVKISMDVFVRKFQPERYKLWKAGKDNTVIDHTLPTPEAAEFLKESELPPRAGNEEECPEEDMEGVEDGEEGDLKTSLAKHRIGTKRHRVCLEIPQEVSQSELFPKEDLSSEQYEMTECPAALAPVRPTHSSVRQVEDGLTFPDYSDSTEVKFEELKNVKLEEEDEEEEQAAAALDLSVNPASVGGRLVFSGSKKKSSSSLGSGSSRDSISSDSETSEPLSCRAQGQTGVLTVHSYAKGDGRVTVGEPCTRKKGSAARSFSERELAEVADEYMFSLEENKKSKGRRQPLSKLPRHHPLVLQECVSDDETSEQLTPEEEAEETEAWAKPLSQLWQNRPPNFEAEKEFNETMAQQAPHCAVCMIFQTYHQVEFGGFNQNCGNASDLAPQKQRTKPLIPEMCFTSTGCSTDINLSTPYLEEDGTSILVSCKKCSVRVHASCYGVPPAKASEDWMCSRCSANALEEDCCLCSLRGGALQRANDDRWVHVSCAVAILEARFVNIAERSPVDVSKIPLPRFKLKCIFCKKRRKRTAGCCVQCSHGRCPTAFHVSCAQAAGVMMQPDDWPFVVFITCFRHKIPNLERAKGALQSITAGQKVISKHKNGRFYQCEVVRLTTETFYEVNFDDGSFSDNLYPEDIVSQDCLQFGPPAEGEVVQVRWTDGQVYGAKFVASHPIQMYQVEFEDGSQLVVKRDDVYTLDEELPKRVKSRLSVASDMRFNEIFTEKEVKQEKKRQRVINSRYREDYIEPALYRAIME
# G9a block: G9a (human) methyltransferase inhibition. Q96KQ7. G9a H3K9 monomethylation, AlphaScreen, 2 h. Potency, µM (highest dose often 102 µM), without a hit: at the highest dose activity, negative = inhibition, actives largely listed as inhibitors. actives 8.8% (n = 350,000). AID 504332; note: % is set by controls: 0 for no effect and ±100 for the full control effect; nearly all actives have a fitted effect of over 75% in size
#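 Readings reflect AlphaScreen signal from monomethyl-H3K9 antibody detection. HMT at 20 nM; substrate b-H3K9 500 nM; cofactor SAM 20 uM; 2 h RT reaction; compounds tested as titrations in qHTS with 15 min preincubation.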
# POLH inh: inhibitors of human DNA polymerase eta; Q9Y253; recombinant Pol eta, fluorescent DNA replication assay; Potency, µM (top dose mostly 114 µM), for the others: at the top dose activity change, negative = inhibition, most hits filed as inhibitors; actives 1.2% (n = 390,000); note: % is set by controls: 0 for no effect and ±100 for the full control effect
#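 Fluorescent replication assay: 50 nM final substrate added after a 15 min room-temperature compound preincubation with 10 nM enzyme. Signal taken at 0 min and again at 10 min.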
# POLK inh: inhibitors of human DNA polymerase kappa. Q9UBT6. purified Pol kappa, fluorescent DNA synthesis assay, 10 min. Potency, µM (series often up to 107 µM), for the others: at the highest dose activity, negative = inhibition, most hits filed as inhibitors. actives 0.53% (n = 400,000); note: % is set by controls: 0 for no effect and ±100 for the full control effect
#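 Kinetic fluorescence readout at 0 and 10 min followed reaction start with substrate at 50 nM final. Beforehand, enzyme (10 nM Pol kappa) stood 15 min with compound at room temperature; buffer-only wells were negative controls.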
# BAZ2B block: blocks human BAZ2B. Q9UIF8. AlphaScreen BAZ2B-H3K14Ac peptide displacement. Potency, µM (series often up to 114 µM), without a hit: top-dose activity change, negative = inhibition, most hits filed as inhibitors. actives 4.4% (n = 360,000). AID 504333; note: % is set by controls: 0 for no effect and ±100 for the full control effect; nearly all actives have a fitted effect of over 60% in size
#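 BAZ2B 50 nM plus b-H3(5-23)K14Ac 50 nM, PBS pH 7.4/0.01% Tween-20, 30 min RT; compound added (max 110 uM), 30 min RT; streptavidin donor/Ni-chelate acceptor beads 10 ug/mL final, 20 min dark; AlphaScreen read.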
# BLM inh: Bloom syndrome helicase (human) inhibition. P54132. recombinant BLM DNA unwinding, fluorescence dequenching. Potency, µM (series often up to 56.1 µM), without a hit: at the highest dose activity change, negative = inhibition, actives largely listed as inhibitors. actives 0.2% (n = 350,000);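 note: plate controls were vehicle for no effect and no enzyme for full effect; nearly all actives have a fitted effect of over 35% in size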
# Pol iota inh: blocks human DNA polymerase iota activity. Q9UNA4. Pol iota fluorescent replication assay, 10 min. Potency, µM (titrated, usually from 115 µM), without a hit: at the top dose activity, negative = inhibition, most hits filed as inhibitors. actives 1% (n = 390,000)
#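 Pol iota at 10 nM preincubated 15 min with compounds at room temperature; reaction started with fluorescent substrate, 50 nM final. Fluorescence read kinetically at 0 and 10 min; buffer-only wells as negative control.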
# * = called active by the depositor; ? = inconclusive; . = no result given; & = joins results of further samples; ! = not active in a repeat; [ ] = dose if it differs, or a comment. Calls come from the whole dose curve; as a rule, active = well fitted curve in the direction sought with a large enough effect; inconclusive = small, poorly fitted or top-dose-only effect, or another doubt; inactive = no such curve, though single readings can be large; an effect the other way counts as inactive or inconclusive. Potency is the fitted concentration of half-maximal effect. This is a subset; rates above refer to the full screens.
molecule	JMJD2A Tudor	BAZ2B block	G9a block	POLK inh	Pol beta inh	APE1 inh	POLH inh	Pol iota inh	BLM inh
c1ccc(-c2nc(NCc3cccnc3)c3ccccc3n2)cc1	-14%	?	.	-5%	?	-5%	-10%	-5%	9%
C/C(=N\NC(=O)c1cc(C)oc1C)c1ccc2ccccc2c1	-8%	-1%	8%	-2%	8%	-7%	-7%	44%[activator]	-2%
COc1ccc2no[n+]([O-])c2c1	.	-1%	-11%[12.7 µM]	.	-12%	24%	.	.	-5%
Cc1ccc(C(=O)NNC(=O)CSc2n[nH]c(-c3cccnc3)n2)cc1	-51%	?	?	-8%	-10%	3%	7%	-2%	-4%
CCCc1cc(=O)oc2c(CN3CCOCC3)c(O)ccc12	-8%	2%[57.1 µM]	21%[59 µM]	-6%	40%	3%	-13%	22%	-3%
CSCC[C@H](N)C(=O)N1CCC(C(=O)N[C@@H](Cc2c[nH]c3ccccc23)C(=O)O)CC1	-20%	-5%	-7%	-4%	-14%	23%	3%	-16%	3%
CCOC(=O)c1[nH]c(C)c(C(=O)Nc2cc(OC)ccc2OC)c1C	-9%	7%	-39%[12.7 µM]	-16%	-22%	1%	-10%	10%	-3%
COc1ccc(CC(=O)N2CC(=O)N(CCc3ccccc3)C(=O)C2)cc1	-18%	5%	-5%[59 µM]	-1%	34%	-11%	-18%	-6%	-2%
Cc1ccccc1Nc1c(-c2cc(Br)ccc2F)nc2ccccn12	-14%	0%	-7%[59 µM]	-22%	2%	.	-20%	7%	-3%
N/C(=N\OC(=O)CCCOc1ccccc1)c1ccncc1	-12%	-1%	8%	-12%	4%	0%	-17%	52%[activator]	-3%
COc1ccc(S(=O)(=O)NC2(C(F)(F)F)NC(=O)N(CCc3ccc(OC)c(OC)c3)C2=O)cc1 (stereo unspecified)	-10%&-21%	-17%&5%	50µM*!	-7%&8%	-13%&5%	25%	1%&-7%	-3%&23%	-4%&-3%
CC1=NN(C(=O)CSCc2ccccc2)C(O)(c2ccc(F)cc2)C1 (stereo unspecified)	-11%	-11%	32%[12.7 µM]	-4%	?	0%	-3%	14%	-10%

# Additional compounds follow.
molecule	JMJD2A Tudor	BAZ2B block	G9a block	POLK inh	Pol beta inh	APE1 inh	POLH inh	Pol iota inh	BLM inh
Fc1ccc(F)c(NC(=S)NCCc2ccccc2)c1	-1%	5%	31%	-3%	3%	-4%	-10%	69%[activator]	-9%
COc1cccc(CNC(=O)c2nnn(CC(=O)Nc3cccc(C)c3)c2N)c1	-32%	-25%	22%	-12%	-14%	13%	-13%	?	-9%
O=C1C2C(c3ccccc3)CC=CC2C(c2ccc3ccccc3c2)N1Cc1ccccc1 (stereo unspecified)	-16%	.	.	-4%	.	-4%	.	?	-9%
CN1CCCC(OC(=O)c2cccc(Br)c2)C1 (stereo unspecified)	-13%	-6%	-70%	-19%	111%	7%	-11%	238%[activator]	1%
CC(C)(C)NCC(O)(c1ccc(Cl)cc1)c1ccc(Cl)cc1	0%	6%	-5%	-5%	-2%	-3%	-14%	-14%	-2%
CC(C)c1ccc(C(C(=O)NC2CCCCC2)N(C(=O)c2ccccn2)c2cccnc2)cc1 (stereo unspecified)	-11%	11%	17%	-6%	10%	?	1%	32%[activator]	-9%
CCc1c(C)sc(NC(=S)N2CCN(S(C)(=O)=O)CC2)c1C(=O)OC	-12%	-19%	?	-4%	-10%	6%	13%	-50%	-6%
CCc1cc2c(=O)c(-c3nc(C)cs3)c(CCCC(=O)O)oc2cc1O	-11%	-17%	8%	-4%	1%	7%	-4%	21%	-4%
O=C(Nc1ccccc1Sc1ccccc1)c1ccccc1F	236%[activator]	.	.	-24%	.	.	-3%	15%	.
O=C(/C=C/c1cccnc1)c1cc(F)ccc1O	-4%	-39%	-17%	15%	27%	2%	-5%	38%[activator]	-2%
CCn1cc(C(=O)NCc2ccc3c(c2)OCO3)c(=O)c2cc(S(=O)(=O)N3CCOCC3)ccc21	-9%	-33%	-36%[59 µM]	2%	-1%	-12%	-9%	7%	-1%
O=C1NC(=S)SC1=Cc1cccs1	-32%	.	.	-3%	.	.	-8%	?	.

# Continued:
molecule	JMJD2A Tudor	BAZ2B block	G9a block	POLK inh	Pol beta inh	APE1 inh	POLH inh	Pol iota inh	BLM inh
COC(=O)Cn1cc(C(=O)OC)cc(Br)c1=O	-24%	-12%	14%	4%	3%	1%	-10%	-9%	-2%
Cn1cnc([N+](=O)[O-])c1Sc1ncnc2nc[nH]c12	3%	-5%	16%[12.7 µM]	-6%[60.1 µM]	19%[57.1 µM]	0%	-1%[57.1 µM]	-1%[58.9 µM]	-8%
COc1ccc(/C=C2\SC(=O)N(CCn3cnnn3)C2=O)cc1	-2%	-30%	-21%	1%	-18%	1%	-13%	20%	4%
O=C(Nc1nnc(-c2ccc(Cl)s2)o1)C1CC1	-27%	.	-49%	5%	1%	6%	-9%	70%[activator]	1%
CCOc1cc(C2NC(=O)N(C)C(C)=C2C(=O)OC)cc(Br)c1O (stereo unspecified)	1%	0%	?	3%	-30%	0%	8%	9%	-1%
O=P(O)(c1ccccc1)c1ccccc1O	?	-35%	10%[59 µM]	-11%	2%	8%	13%	?	1%
COc1ccc(CNC(=O)c2ccc(N3CCC4(CC3)CC(c3ccc(Cl)cc3)=NO4)c([N+](=O)[O-])c2)cc1	-24%	.	.	22%	.	.	-9%	?	.
CN(Cc1cccnc1)C(=O)c1ccc(Cl)c(NS(=O)(=O)c2ccc(F)cc2)c1	-8%	8%	-39%	-10%	.	17%	-12%	-4%	.
Cc1ccc(-n2c(=O)c3sccc3n(CC(=O)NC3CCCCC3)c2=O)cc1	-8%[11.4 µM]	-4%	-5%[59 µM]	-14%	0%	5%	-11%	13%	-3%
Cc1oc(C(C)(C)C)cc1-c1cc(NC(=O)c2ccc([N+](=O)[O-])cc2)n[nH]1	-12%	-5%	.	-3%	-1%	-2%	1%	-14%	-1%
COc1ccc(C2/C=C\CN(C(=O)c3ccccc3)C(C)C(=O)N2Cc2ccc(F)cc2)cc1 (stereo unspecified)	-19%	.	.	-3%	.	-5%	.	-15%	-3%
COc1ccccc1/C=N\NC(=O)c1c(C)nc2ccc(Cl)cn12	-6%	11%	0%[59 µM]	-6%	4%	-12%	1%	-22%	-4%

# Continued; it opens with the 3 that closed the last part.
molecule	JMJD2A Tudor	BAZ2B block	G9a block	POLK inh	Pol beta inh	APE1 inh	POLH inh	Pol iota inh	BLM inh
Cc1oc(C(C)(C)C)cc1-c1cc(NC(=O)c2ccc([N+](=O)[O-])cc2)n[nH]1	-12%	-5%	.	-3%	-1%	-2%	1%	-14%	-1%
COc1ccc(C2/C=C\CN(C(=O)c3ccccc3)C(C)C(=O)N2Cc2ccc(F)cc2)cc1 (stereo unspecified)	-19%	.	.	-3%	.	-5%	.	-15%	-3%
COc1ccccc1/C=N\NC(=O)c1c(C)nc2ccc(Cl)cn12	-6%	11%	0%[59 µM]	-6%	4%	-12%	1%	-22%	-4%
CS(=O)(=O)N1CCN(c2ccc(NC(=O)C(c3ccccc3)c3ccccc3)cc2)CC1	-20%	0%	8.9µM*	8%	?	1%	-11%	15%	-3%
CC(C)CNC(=O)c1cc(-c2ccco2)on1	-15%	-19%	6%[12.7 µM]	-10%	6%	1%	-14%	29%	0%
Cc1ccc(C(=O)N[C@@H](C)CN2C3=NC[C@H](C)N3C[C@H]2Cc2ccc(O)cc2)cc1Br	.	-16%	9%[59 µM]	.	-23%	-4%	.	.	17%
Cc1cc(C)cc(NS(=O)(=O)c2ccc3[nH]c(=O)[nH]c3c2)c1	-29%	6%	8%[12.7 µM]	1%	-27%	6%	-13%	18%	1%
O=C1C(=O)c2ccccc2C([O-])=C1[n+]1ccccc1	-4%	-10%	-44%	-14%	35%	4%	4%	22%	-10%
Cc1cccc(OCC(=O)NNC(=O)CCc2ccccc2)c1	-4%	0%	.	-14%	5%	2%	-15%	7%	-9%
Cc1ccc(C(=O)O/N=C(\N)c2ccccn2)cc1	-8%	2%	-6%	-9%	-2%	76%[activator]	-8%	30%	2%
Cc1c(C(=O)NC2CCN(Cc3ccccc3)C2)oc2c(Cl)cccc12 (stereo unspecified)	?	-37%	-29%[59 µM]	0%	-5%	-10%[12.4 µM]	-16%	11%	5%
COc1ccc(OC)c(S(=O)(=O)Nc2cccc(-c3ccc(N4CCCCCC4)nn3)c2)c1	-31%&-27%	-19%&0%	21%	-1%	-15%&20%	39%	-2%&-16%	5%&6%	-4%&-4%
O=C(Nc1ccccc1-c1nnc(SCc2ccccc2Cl)o1)c1ccccc1	7%	-1%	-7%[59 µM]	8%	38%	-3%	-12%	-14%	-4%
O=C(CSc1nnc(-c2ccc(Cl)cc2)c(-c2ccc(Cl)cc2)n1)NC1CCCC1	-22%	-3%	5%[59 µM]	-7%[60.1 µM]	-2%	.	4%	14%	1%
Cc1c(NC(=O)c2cc(-c3ccc(O)cc3)on2)c(=O)n(-c2ccccc2)n1C	-4%[11.4 µM]	-1%&2%	-6%	10%&0%	-12%&0%	-1%	19%&-17%	14%&5%	2%&-3%

# (listing goes on)
molecule	JMJD2A Tudor	BAZ2B block	G9a block	POLK inh	Pol beta inh	APE1 inh	POLH inh	Pol iota inh	BLM inh
O=S(=O)(NCCC1=CCCCC1)c1cccc(S(=O)(=O)N2CCOCC2)c1	?	-28%	?	-18%	2%	-5%	-10%	-11%	-8%
COc1ccc(CNC(=O)C2CSCCS2)cc1 (stereo unspecified)	-6%	3%	88%[activator]	-11%	20%	-3%	-4%	-6%	2%
Cc1oc2c(c1C(=O)c1ccccc1)C(=O)C(=O)c1ccccc1-2	?	45µM*	?	-10%	56µM*	-8%	20µM*	0.89µM*	-18%
O=C(CN1CCN(Cc2ccccc2)CC1)Nc1ccc(Cl)cc1	-13%	-17%	7%	-19%	3%	66%[activator]	-6%	?	-3%
COc1ccc(N(C(=O)c2ccncc2)S(=O)(=O)c2cccc([N+](=O)[O-])c2)cc1	?	-36%	79µM*	-6%	-9%	9%	-5%	15%	-3%
O=C(/C=C/c1ccc(Cl)c(C(F)(F)F)c1)N1CCN(c2ccccn2)CC1	-4%	-7%	4%	2%	9%	-9%	0%	70%[activator]	-1%
COC(=O)c1ccccc1NC(=O)Nc1c(C)n(C)n(-c2ccccc2)c1=O	-4%	-12%	30%	14%	3%	-7%	-7%	18%	-9%
Cc1c(-c2cccc(NC(=O)Nc3ccccc3)c2)nc2ncccn12	-3%	-3%	-5%[59 µM]	-3%[60.1 µM]	-1%	.	0%	?	1%
